Source: PubChem
BoNT-F LC inh = BoNT/F light chain protease inhibitors, primary screen, biochemical, flow cytometry, MLPCN library; Multiplex microsphere protease cleavage assay; inhibition, % at 10 µM; 360,000 tested, 0.22% active; AID 588497, 2011; in the data active means inhibition above about 35%, passing the limit was not always enough; inconclusive means no clear call, values can overlap the other calls; further: plate controls were buffer without enzyme for full effect and enzyme alone for no effect
MazF activator = activators of E. coli MazEF toxin-antitoxin RNase, primary screen, biochemical, fluorescence, uHTS. FAM/BHQ RNA-DNA oligo cleavage fluorescence, 5 h. activation, % at 20 µM. 350,000 tested, 0.32% active; in the data active means activation above about 50%
Target sequence (P0AE70 whole entry, looked up): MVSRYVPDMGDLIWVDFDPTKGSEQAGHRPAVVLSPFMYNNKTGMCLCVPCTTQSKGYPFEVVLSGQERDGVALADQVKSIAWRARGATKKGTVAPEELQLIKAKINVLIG
BoNT-A LC inh2 = BoNT/A light chain protease inhibitors, primary screen, biochemical, flow cytometry, MLPCN library. AID 588499, 2011. 360,000 tested, 0.17% active. inhibition, % at 10 µM. Botulinum neurotoxin type A light chain protease (Clostridium botulinum A str. ATCC 3502). multiplex microsphere protease substrate cleavage; further: plate controls were buffer without enzyme for full effect and enzyme alone for no effect
CCHFV vOTU inh = CCHFV vOTU protease inhibitors, primary screen, biochemical, Pep-AMC substrate, fluorescence | 370,000 tested, 0.55% active | AID 651958, 2012 | inhibition, % at 11.5 µM; in the data active means inhibition above about 30%; further: 0% = vehicle wells with enzyme and 100% = no enzyme wells
Rv3671c inh = Rv3671c serine protease inhibitors, primary screen, biochemical, fluorescence polarization, M. tuberculosis H37Rv | P9WHR9 | inhibition, % at 5.96 µM | 320,000 tested, 0.048% active | AID 2606, 2010; in the data active means inhibition above about 38%;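 further: extracellular domain of Rv3671c used as enzyme; 0% = enzyme with DMSO and 100% = no enzyme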
SARS 3CLpro inh = SARS-CoV 3CLpro protease inhibitors, primary screen, biochemical, quenched FRET; inhibition, % at 6 µM; Replicase polyprotein 1ab (Severe acute respiratory syndrome coronavirus), P0C6X7; recombinant SARS-CoV 3CLpro, quenched FRET peptide cleavage; 290,000 tested, 0.14% active; in the data active means inhibition above about 12%
Anthrax LF inh2 = Bacillus anthracis LF protease inhibitors, primary screen, biochemical, multiplex microsphere, MLPCN library; multiplex microsphere protease cleavage assay; inhibition, % at 10 µM; 360,000 tested, 0.12% active; Lethal factor (Bacillus anthracis), P15917; further: plate controls were buffer without enzyme for full effect and enzyme alone for no effect
Target sequence (P15917 whole entry, looked up): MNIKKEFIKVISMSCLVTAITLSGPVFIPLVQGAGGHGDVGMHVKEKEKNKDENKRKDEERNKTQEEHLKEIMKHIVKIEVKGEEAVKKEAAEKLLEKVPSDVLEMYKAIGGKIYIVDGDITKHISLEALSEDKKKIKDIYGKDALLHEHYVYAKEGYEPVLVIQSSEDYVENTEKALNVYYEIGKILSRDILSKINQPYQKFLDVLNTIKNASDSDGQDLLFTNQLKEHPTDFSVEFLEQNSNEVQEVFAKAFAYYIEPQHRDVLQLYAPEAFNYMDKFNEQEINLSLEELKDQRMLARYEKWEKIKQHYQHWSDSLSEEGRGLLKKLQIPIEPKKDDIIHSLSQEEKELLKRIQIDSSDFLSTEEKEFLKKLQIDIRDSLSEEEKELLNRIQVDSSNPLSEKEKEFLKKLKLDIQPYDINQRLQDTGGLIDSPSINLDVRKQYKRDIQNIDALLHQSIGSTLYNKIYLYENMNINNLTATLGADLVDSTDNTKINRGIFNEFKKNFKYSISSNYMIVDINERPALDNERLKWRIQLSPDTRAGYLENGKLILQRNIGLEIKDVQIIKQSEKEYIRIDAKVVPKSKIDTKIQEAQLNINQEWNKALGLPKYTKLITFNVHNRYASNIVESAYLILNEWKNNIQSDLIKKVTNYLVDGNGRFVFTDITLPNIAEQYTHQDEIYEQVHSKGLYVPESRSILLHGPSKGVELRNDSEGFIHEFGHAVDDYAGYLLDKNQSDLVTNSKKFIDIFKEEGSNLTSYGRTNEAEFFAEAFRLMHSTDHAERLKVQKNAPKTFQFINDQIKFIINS
SSB-PriA inh = inhibitors of Klebsiella pneumoniae PriA binding to SSB C-terminal tail, primary screen, biochemical, AlphaScreen; AID 1272365, 2023; PriA–SSB C-terminal tail interaction (Klebsiella pneumoniae); inhibition, % at 33 µM; AlphaScreen SSBct-PriA binding, biotinylated peptide; 430,000 tested, 0.6% active; in the data active means inhibition mostly above about 37%, no sharp cut-off; inactive means mostly below about 20%;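 further: plate controls were negative control peptide for no effect and reference peptide for full effect; strong numbers were not always called active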
VHR inh abs = VHR1 phosphatase inhibitors, primary screen, biochemical, absorbance, uHTS | Dual specificity protein phosphatase 3 (Homo sapiens), P51452 | inhibition, % at 13.3 µM | recombinant VHR phosphatase, pNPP absorbance | 290,000 tested, 0.52% active; in the data active means inhibition above about 50%; further: some compounds called inactive have numbers as strong as hits
PrPC surface inh = inhibitors of human cell surface prion protein PrPC, primary screen, cell-based, TR-FRET | Major prion protein (Homo sapiens), P04156 | TR-FRET read-out | inhibition, % at 13.8 µM | 370,000 tested, 0.43% active | AID 720596, 2013; in the data active means inhibition above about 24%; further: 0% = median of the test wells and 100% = reference compound wells
* marks the source's active call; other numbers are inactive results; ? = inconclusive; . = no result given. Unless noted, no stated cut-off is given here; in the data, active means inhibition above about 30%; inconclusive means no clear call, values can overlap the other calls; inactive means below that. A portion of the library (hit frequency here may not be typical).

SMILES	BoNT-F LC inh	MazF activator	BoNT-A LC inh2	CCHFV vOTU inh	Rv3671c inh	SARS 3CLpro inh	Anthrax LF inh2	SSB-PriA inh	VHR inh abs	PrPC surface inh
CC(=O)Nc1ccc(NC(=O)CN(c2ccc(C(C)C)cc2)S(=O)(=O)c2ccccc2)cc1	2	36	-1.0	15	6	3	-4	-1	22	0
Cc1cc(C(=O)NCc2ccco2)no1	4	-7	2.9	-12	-6	-3	-1	0	25	0
CCCCN1CC[C@H]2C=CC[C@@H](C(=O)NCc3ccc(OC)cc3)[C@H]2C1=O	3	0	0.1	0	0	.	-5	-7	.	4
CC(Oc1ccc2c3c(c(=O)oc2c1)CCC3)C(=O)NCCCn1ccnc1 (centres undefined)	2	-8	1.2	9	4	2	1	-1	10	-2
COc1ccc(NC(=O)CCn2c(=S)[nH]c3ccccc3c2=O)cc1Cl	-4	2	-0.3	-10	.	.	-4	.	.	-2
COc1cc(C(=O)NCCNC(=O)c2cnccn2)cc(OC)c1OC	-11	10	-1.0	-9	-3	0	-1	-5	3	3
Cc1ccc(Cl)cc1N1C(=O)CC(Sc2ccccc2N)C1=O (centres undefined)	3	-4	-0.3	-5	.	.	-2	.	.	2
CC(C)c1ccc(N2C(=O)CC(Sc3nc4ccccc4o3)C2=O)cc1 (centres undefined)	4	-6	2.0	1	-13	5	3	-8	2	0
CCCCC(CC)CNC(=O)CN1C(=O)NC2(CCc3ccccc32)C1=O (centres undefined)	-18	7	1.7	-8	6	0	-2	-9	-8	6
COc1ccc(Cl)cc1N(C(C)C(=O)NC1CCCC1)S(C)(=O)=O (centres undefined)	-5	0	0.4	5	1	3	-1	-2	-22	2
COc1cccc(CC(=O)Nc2nccs2)c1	-8	-7	-0.6	-1	-6	-4	0	-7	6	-4
Cc1ccc(OCC(=O)Nc2sc3c(c2C#N)CCC3)cc1	-6	9	-1.1	-8	-3	5	-1	-14	6	1
O=c1cc(-c2ccccc2Cl)oc2c(NS(=O)(=O)c3ccccc3OC(F)(F)F)ccc(O)c12	.	-9	.	6	-38	.	.	14	18	6
COC(=O)c1ccc(C(=O)OC)c(NC(=O)CN2CCN(c3ccccc3OC)CC2)c1	-1	-2	-0.3	0	-2	-1	-5	3	29	-5
Cc1cc(C)n(CCCC(=O)O)n1	-6	6	-0.3	2	-12	0	-2	-11	15	1

Given with values under each structure: part of the list above.
Value order: BoNT-F LC inh	MazF activator	BoNT-A LC inh2	CCHFV vOTU inh	Rv3671c inh	SARS 3CLpro inh	Anthrax LF inh2	SSB-PriA inh	VHR inh abs	PrPC surface inh
CC(Oc1ccc2c3c(c(=O)oc2c1)CCC3)C(=O)NCCCn1ccnc1 (centres undefined)
 : 2	-8	1.2	9	4	2	1	-1	10	-2
COc1cc(C(=O)NCCNC(=O)c2cnccn2)cc(OC)c1OC
 : -11	10	-1.0	-9	-3	0	-1	-5	3	3
COC(=O)c1ccc(C(=O)OC)c(NC(=O)CN2CCN(c3ccccc3OC)CC2)c1
 : -1	-2	-0.3	0	-2	-1	-5	3	29	-5
Cc1ccc(OCC(=O)Nc2sc3c(c2C#N)CCC3)cc1
 : -6	9	-1.1	-8	-3	5	-1	-14	6	1

Further compounds.
SMILES	BoNT-F LC inh	MazF activator	BoNT-A LC inh2	CCHFV vOTU inh	Rv3671c inh	SARS 3CLpro inh	Anthrax LF inh2	SSB-PriA inh	VHR inh abs	PrPC surface inh
Brc1ccc(OCCOCCOc2cccc3cccnc23)cc1	-6	-27	2.4	7	2	4	-1	9	.	-5
O=C(NC1CCCCC1)c1cccc(N2C(=O)CCC2=O)c1	5	3	1.1	-2	.	.	-4	6	.	-6
CC1(C(=O)NCC2CCOCC2)Cc2c(-c3cccc(C(F)(F)F)c3)ccnc2O1 (centres undefined)	-4	.	0.3	2	.	.	-4	.	.	1
Cc1ccc(C2(C)NC(=O)N(CC(=O)NCc3ccccc3Cl)C2=O)cc1 (centres undefined)	1	-3	-2.0	-16	0	0	-6	-1	2	-1
Nc1ccc(C#Cc2c(-c3ccsc3)oc3ccc(N4CCOCC4)cc23)cc1	-6	6	0.6	-6	11	.	-3	-4	.	13
COc1ccc(NC(=S)N2CCN(CCN=CC3=C(O)CC(c4ccccc4)CC3=O)CC2)cc1 (centres undefined)	-4	-13	0.0	-12	8	1	2	6	5	-3
Cc1ccc(N2C(=O)N3[C@H](c4cccc(C)c4)[C@@H]4C(=O)N(Cc5ccccc5)C(=O)[C@@H]4[C@]3(C)C2=O)cc1	4	4	0.0	2	5	.	-4	2	.	1
C=CCN(C(=O)CNC(=O)c1ccco1)C(C(=O)NC1CCCCC1)c1ccccc1 (centres undefined)	-14	-7	-1.6	-10	-8	-1	-6	-3	-24	0
Cn1nnc(NC(=O)c2cccc([N+](=O)[O-])c2)n1	-2	8	0.3	14	2	7	-3	-1	21	-18
CC(=O)Nc1cc2c(nc1C)nc(C)n2Cc1ccc(Br)cc1	-7	2	0.2	10	3	0	-2	2	1	-3
CC(C)(C)c1nnc(NC(=O)C2CCN(c3ncccn3)CC2)s1	-3	-2	-3.0	7	1	-4	1	-7	3	-6
CCN1CCN(c2ccc(NC(=O)COc3ccc([N+](=O)[O-])cc3)cc2)CC1	-8	4	1.3	5	2	-2	-2	-11	24	-13
COc1ccc2cc(Br)ccc2c1CC(=O)N1CCCC1	?	-3	2.8	-8	4	-2	-10	-5	7	-25
C=CCn1c(SCC(=O)NC23CC4CC(CC(C4)C2)C3)nc2cc(C(=O)O)ccc2c1=O	-4	1	0.0	3	6	7	-1	-2	2	0
CCc1sc(NC(=O)COC)nc1-c1ccccc1	7	-2	0.6	-5	-6	7	-1	-5	25	-8
CC(C)Cn1c(SCC(=O)NC(=O)Nc2ccc3c(c2)OCCO3)nc2ccccc2c1=O	10	3	0.6	-13	-2	-1	1	-1	-2	-3
Cc1nn(C)c(C)c1/C=C1/CC2C3CC=C4CC(O)CCC4(C)C3CCC2(C)C1=O (centres undefined)	11	1	0.3	-14	0	4	-2	-5	-5	6
Nc1cccc(CCc2nc3cc4ccccc4cc3[nH]2)c1	-20	2	-2.1	6	3	6	-8	28	8	12
Cc1nn(CCCC(=O)NCc2ccccc2Cl)c(=O)c2nccn12	-1	2	-0.3	4	6	-5	-3	-2	21	1
COCCNC(=O)c1ccc(NS(=O)(=O)c2ccc3[nH]c(=O)[nH]c3c2)cc1	2	2	0.0	6	-1	-12	0	-12	26	-9
O=C(Cc1c(Cl)cccc1Cl)Nc1ccncc1Cl	-5	-2	-0.3	3	1	-2	-3	-21	1	-8
COC(=O)[C@]1(Cc2ccccc2)N[C@H](CN(C)S(=O)(=O)c2ccc(OC)cc2)[C@@H]2C(=O)N(C)C(=O)[C@@H]21	-4	5	0.1	-3	5	.	-1	-7	.	-3
CC(C)(C)c1ccc(CC(=O)N2CCC2(C)C(=O)NCCC#N)cc1 (centres undefined)	-5	.	-0.5	-3	.	.	-12	.	.	-5
CCNC(=O)NC(=O)CSc1cccc(C(F)(F)F)c1	10	6	0.6	-6	2	-4	1	-6	19	2
CCc1nnc(SCC(=O)Nc2nccs2)n1CC	1	2	2.6	-2	5	0	-3	-5	-19	5
CC(=O)Cc1nsc(Nc2ccc(F)cc2)n1	2	18	0.3	-5	0	-4	-1	2	1	-1
c1ccc(COc2ncnc3c2ncn3CCCN2CCN(c3ncccn3)CC2)cc1	-7	8	0.4	11	.	.	-1	.	.	-5
CC(=O)n1cc(N(C(=O)CCl)c2ccc(Cl)cc2)c2ccccc21	?	4	-3.4	.	2	13*	4	-5	29	.
CCOC(=O)c1[nH]c2ccccc2c1CCCN1C(=O)c2ccccc2C1=O	0	-7	0.6	-8	-11	-2	-2	6	29	-5
OC1(c2ccc(Cl)cc2)CN(c2ccccc2)C2=[N+]1CCS2 (centres undefined)	2	6	-0.6	-1	-9	0	2	1	2	5
Brc1ccc(-c2noc(C3CCCCC3)n2)cc1	-5	-9	0.0	3	6	2	0	-34	22	3
Cc1ccc(-c2noc(C3CCCN(C(=O)c4ccccc4Br)C3)n2)cc1 (centres undefined)	24	4	2.8	2	-6	6	12	-13	18	7
Cc1nn(CCO)c(C)c1Oc1ccccc1O	-3	1	0.4	5	5	3	0	-6	12	1
Cc1ccc(C)c(C(=O)NC(C)c2ccc(-n3ccnc3)cc2)c1 (centres undefined)	4	-3	0.3	-4	-10	-12	-1	-3	20	-1
Cc1ccc(C)c(S(=O)(=O)/N=C(/Nc2ccccc2)c2ccccc2)c1	-3	3	-0.3	26	-5	.	2	.	.	7
COC(=O)c1ccc(/C=C/c2nc3ccccc3c(=O)[nH]2)cc1	3	7	-0.6	4	-5	1	-2	-5	26	3
Cc1cc(NC(=O)CSc2nnnn2-c2ccccc2C)no1	-9	1	0.3	-4	-2	7	1	-2	19	3
COc1ccc(-n2nc(C(=O)NCC(=O)NCc3ccccc3OC)c3ccccc3c2=O)c(OC)c1	1	8	0.0	-6	2	2	2	1	12	-6
CN1/C(=C\C(=O)c2ccccc2Cl)c2ccccc2CC1(C)C	-5	2	0.2	16	-10	3	2	-15	24	-4
COc1ccc(NC(=O)CSc2nnc(-c3ccccc3C)n2C)cc1	1	1	?	-3	-3	2	-1	-10	-5	6
Cc1oc(C2CC2)cc1C(=O)O	-1	4	0.8	-2	5	-7	-2	-2	-2	4
COc1cc(-c2cc(C(=O)NCc3ccc(S(N)(=O)=O)cc3)c3ccccc3n2)cc(OC)c1OC	32	-20	1.1	-1	-2	-2	4	-10	21	-12
Cc1ccc(C2N(c3ccccc3)C(=S)N3CCCN23)cc1 (centres undefined)	0	-33	0.0	13	4	5	-3	-6	6	0
CC1(C)Cc2c(cnn2-c2ccc(F)cc2)C(NC(=O)CN2CCCCC2=O)C1 (centres undefined)	7	-2	0.7	-4	-10	3	-1	-17	30	-2
CCn1c(SCC(=O)N2CCc3ccccc3C2)nc2c1c(=O)n(C)c(=O)n2C	10	8	0.8	-6	0	4	-3	-7	13	0
Cc1cc(C)n(C(=O)c2c([N+](=O)[O-])cnn2C)n1	-2	-12	0.7	4	3	-7	3	-6	-14	2
CN(c1ccccc1)S(=O)(=O)c1cccc(C(=O)OCC(=O)NCc2ccco2)c1	-3	6	-0.1	-9	2	2	6	5	13	9
CCOC(=O)c1oc2ccc(CNCCO)c(Cl)c2c1C	-6	-20	-0.2	1	3	2	-4	-5	33	3
CCOc1ccc(NC(=S)NC(C)c2cccs2)cc1 (centres undefined)	-5	1	-0.6	-4	-10	-5	-2	0	-1	2
CCOc1ccc(CCNC(=O)CN2C(=O)COc3ccc(S(=O)(=O)N4CCOCC4)cc32)cc1	1	11	0.0	5	0	-2	0	-11	15	-2
C[C@H](NC(=O)c1ccc(Cl)cc1)C(=O)NCCc1ccc(S(N)(=O)=O)cc1	2	11	0.2	-7	13	0	-2	-20	16	-7
Cc1ccc(C)n1-c1ccc(C(=O)Nc2ccccc2)cc1	0	-1	0.3	26	-7	-3	1	-5	-12	6
O=C(COC(=O)c1ccc([N+](=O)[O-])s1)Nc1ncc(C(F)(F)F)cc1Cl	0	-26	1.3	49*	-6	-2	3	6	18	-16
